# High-throughput results deposited in PubChem by National Center for Advancing Translational Sciences (NCATS).
# GLA spleen mod: inhibitors or activators of human alpha-galactosidase in spleen homogenate. P06280. human spleen homogenate, 4MU-alpha-Gal fluorescence, 40 min. Potency, µM (series often up to 80 µM), without a hit: at the highest dose activity change, negative = inhibition, hits mostly inhibitors. 240,000 compounds, 0.008% hits. AID 2107;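 also: 0% = enzyme with vehicle and -100% = no enzyme basal signal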
#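 Spleen homogenate 1 ug + cpd (titration) + 4-MU-alpha-D-galactopyranoside 1 mM; 37C 40 min; 50 mM citrate/phosphate pH 5.0, 0.01% Tween-20; stop pH 10; fluorescence 365/440; AC50 via Hill.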
# GAA glycogen: GAA glycogen-cleavage inhibition or activation; P10253; 300,000 compounds, 0.38% hits; Potency, µM (titrated, usually from 76.4 µM), for inactives: at the highest dose activity change, negative = inhibition, actives largely listed as inhibitors; AID 2100; recombinant GAA, glycogen substrate, Amplex Red glucose oxidase fluorescence;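 also: 0% = full enzyme reaction and -100% = no-enzyme basal signal; the screen sought inhibitors and activators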
#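 Recombinant human alpha-glucosidase (4 nM final) hydrolysed bovine liver glycogen (30 ug) for 40 min at 37 C in pH 5.0 citrate/phosphate with 0.01% Tween-20. Released glucose detected by glucose oxidase/Amplex Red, Ex 573/Em 610 nm. Compounds up to 77 uM; AC50 from Hill fits.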
# SMN2 splice up: enhancers of SMN2 splice variant expression; HEK293 SMN2-luciferase splicing reporter, luminescence, 30-36 h; Potency, µM (doses to about 46.1 µM), for inactives: at the top dose activity change, positive = activation, hits mostly activators; 210,000 compounds, 2.8% hits; also: % of control where 0% means no effect; nearly all actives have a fitted effect of over 55% in size
#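 qHTS luciferase splicing reporter: luminescence rises when SMN2 exon 7 is included in transfected HEK293 cells. Compound exposure lasted 30-36 h at 37C, with 4.5 mM final sodium butyrate as control, followed by a ONE-Glo read.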
# GAA inh: inhibitors of human lysosomal alpha-glucosidase. AID 1466. purified human GAA, 4-MU-alpha-glucoside fluorescence. Potency, µM (doses to about 76.9 µM), for inactives: at the highest dose activity change, negative = inhibition, hits mostly inhibitors. P10253. 200,000 compounds, 0.005% hits;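 also: plate controls were uninhibited enzyme wells for no effect and no-enzyme background for full effect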
#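 Read-out is 4-methylumbelliferone fluorescence (Ex 365/Em 440 nm) after NaOH/glycine stop at pH 10. Enzyme 4 nM, substrate 400 uM, pH 5.0 citrate buffer, 20 min room temperature; AC50 from Hill-equation concentration-response.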
# ALDH1A1 inh: blocks purified human ALDH1A1 activity. Potency, µM (top dose mostly 75.3 µM), without a hit: at the top dose activity, negative = inhibition, most hits filed as inhibitors. 220,000 compounds, 7.3% hits. P00352. Purified ALDH1A1, NADH fluorescence, propionaldehyde substrate; active = well fitted inhibition curve with a large enough effect, not every such curve was filed as active; inconclusive = small, poorly fitted or top-dose-only effect, or another doubt; inactive = no such curve, though single readings can be large or run the other way;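 also: plate controls were no enzyme wells and a reference inhibitor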
# Target sequence (P00352 whole entry, looked up): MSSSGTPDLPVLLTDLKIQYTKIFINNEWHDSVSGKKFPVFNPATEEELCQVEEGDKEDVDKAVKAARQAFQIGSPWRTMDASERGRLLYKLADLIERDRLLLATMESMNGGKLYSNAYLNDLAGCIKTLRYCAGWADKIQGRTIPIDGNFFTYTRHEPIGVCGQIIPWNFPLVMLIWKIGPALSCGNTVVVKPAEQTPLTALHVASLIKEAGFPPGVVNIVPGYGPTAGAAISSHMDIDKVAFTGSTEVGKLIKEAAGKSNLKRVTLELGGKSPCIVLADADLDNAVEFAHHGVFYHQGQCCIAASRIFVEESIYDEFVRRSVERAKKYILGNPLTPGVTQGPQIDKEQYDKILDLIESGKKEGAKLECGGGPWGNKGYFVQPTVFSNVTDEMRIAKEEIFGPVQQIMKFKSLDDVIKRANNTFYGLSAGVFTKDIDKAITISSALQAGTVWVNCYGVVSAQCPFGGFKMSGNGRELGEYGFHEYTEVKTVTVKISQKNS
# RGS12 GoLoco inh: inhibitors of human Gai1-RGS12 GoLoco interaction (red fluorophore); P63096; Gai1:RGS12 GoLoco peptide FP, rhodamine, 10 min; Potency, µM (top dose mostly 61.6 µM), inactives show at the highest dose activity, negative = inhibition, hits mostly inhibitors; 230,000 compounds, 0.44% hits; active = well fitted inhibition curve with a large enough effect, not every such curve was filed as active; inactive = no such curve, though single readings can be large or run the other way; also: % is scaled to controls: 0 for no effect and ±100 for the full control effect; nearly all actives have a fitted effect of over 30% in size; many of its hits are not listed in these tables
# GAA spleen mod: inhibitors or activators of human alpha-glucosidase in spleen homogenate. AID 2112. Potency, µM (series often up to 79.9 µM), without a hit: top-dose activity change, negative = inhibition, hits mostly inhibitors. human spleen homogenate, 4-MU-alpha-glucoside fluorescence. 240,000 compounds, 0.006% hits. P10253;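 also: 0% = enzyme with vehicle and -100% = no enzyme basal signal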
#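 AC50 values come from Hill-equation fits of concentration-response data, normalized to no-enzyme and full-activity controls. Enzyme source: 1 ug human spleen homogenate; 1 mM fluorogenic 4-MU glucoside, pH 5.0 citrate buffer, 37 C, 40 min.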
# KDM4E inh: blocks human JMJD2E demethylase activity; AID 2147; B2RXH2; JMJD2E catalytic domain, FDH-coupled NADH fluorescence (FDH is formaldehyde dehydrogenase); 230,000 compounds, 1.6% hits; Potency, µM (titrated, usually from 57.1 µM), for inactives: top-dose activity change, negative = inhibition, usual class: inhibitors; active = well fitted inhibition curve with a large enough effect, not every such curve was filed as active; inconclusive = small, poorly fitted or top-dose-only effect, or another doubt; inactive = no such curve, though single readings can be large or run the other way;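 also: 0% = wells with enzyme and -100% = buffer wells without enzyme; nearly all actives have a fitted effect of over 50% in size; many of its hits are not listed in these tables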
# Target sequence (B2RXH2 1-337 limits assumed): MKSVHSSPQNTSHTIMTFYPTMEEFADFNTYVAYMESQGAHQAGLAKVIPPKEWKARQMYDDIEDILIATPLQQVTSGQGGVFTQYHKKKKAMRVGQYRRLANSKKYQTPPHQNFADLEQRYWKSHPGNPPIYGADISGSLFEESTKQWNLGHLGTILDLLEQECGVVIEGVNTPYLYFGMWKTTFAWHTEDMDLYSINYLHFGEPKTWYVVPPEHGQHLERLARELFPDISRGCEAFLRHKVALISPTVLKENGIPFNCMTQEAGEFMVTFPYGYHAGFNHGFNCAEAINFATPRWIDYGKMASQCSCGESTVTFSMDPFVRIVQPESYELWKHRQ
# An asterisk follows results filed as active; ? = inconclusive; nt = no result given; & = joins results of further samples; [ ] = dose if it differs, or a comment. Unless noted, calls follow the shape of the dose curve; as a rule, active = well fitted curve in the direction sought with a large enough effect; inconclusive = small, poorly fitted or top-dose-only effect, or another doubt; inactive = no such curve, though single readings can be large; an effect the other way counts as inactive or inconclusive. Potency is read from the fitted curve at half-maximal effect. An excerpt. The share of hits here may be higher or lower than overall.
SMILES,GLA spleen mod,GAA glycogen,SMN2 splice up,GAA inh,ALDH1A1 inh,RGS12 GoLoco inh,GAA spleen mod,KDM4E inh
CCS(=O)(=O)c1ccc(O)c(NC(=O)Nc2ccccc2)c1,-7%,-7%,1%,5%,9%,6%,1%,4%
COc1ccc(N(CC(=O)Nc2ccc3c(c2)OCO3)S(C)(=O)=O)c(OC)c1,2%,-5%,2%,-4%,?,9%,-2%,-3%
COC(=O)c1sccc1NC(=O)c1cc(C)on1,17%,5%,10%,4%,-8%,-12%,2%,?
CN(C)c1cc(Nc2ccc(O)cc2)c([N+](=O)[O-])c2nonc12,9%,-8%,nt,nt,nt,-7%,5%,-1%
C=CCS/C(N)=N\N=C\c1c(O)ccc2ccccc12,-12%,-7%,nt,nt,nt,7%,-6%,?
COc1ccc(OCCOC(=O)c2cccs2)cc1,-11%,2%,0%,-12%,?,6%,-7%,-12%
Fc1ccc(CN2CCCCCCC2)c(F)c1,-3%,2%,?,-4%,-5%,-8%,-4%,?
O=c1[nH]c2ccc(Cl)cc2c(-c2ccccc2)c1CN1CCOCC1,7%,?,-9%,1%,-12%,4%,-4%,?
Cc1cc(C)n(-c2ccc(OCC(=O)O)nn2)n1,-6%,11%,11%,-4%,?,9%,-8%,-5%
CC(=O)N1CCC(=O)Nc2ccc([N+](=O)[O-])cc21,-8%,-4%,-16%,1%,-8%,-3%,-5%,2%
Cc1c(NC(=O)COC(=O)c2c3c(nc4ccccc24)CCCC3)c(=O)n(-c2ccccc2)n1C,-3%,-1%,-11%,-2%,-2%,-1%,-21%,10%
Cc1ccc(C(C)C)c(OC(=O)/C=C/c2ccccc2)c1,1%,-4%,12%,5%,4%,-5%,-9%,6%
COC(=O)c1c(N)c2ccccc2[nH]c1=O,2%,-3%,nt,6%,?,1%,0%,?
COc1ccc(CNc2nc(-c3cccnc3)nn2S(C)(=O)=O)cc1,-1%,2%,-2%,-6%,?,7%,nt,4%
CC(C)c1cc(C(=O)Nc2cc(Br)ccc2O)no1,0%,-2%,?,-7%,4%,-11%,-3%,1%
COc1ccc(-c2nc(CC(=O)O)cs2)cc1OC,10%,-4%,7%,-12%,?,-3%,?,?
CN(C)c1ccc(P(=O)(OCc2ccccc2)C(O)c2ccccc2F)cc1 (configuration not stated),-4%,10%,nt,-16%[15.4 µM],?,-4%,-1%,-23%
O=C(CN1CCC(NC(=O)c2cccc(F)c2)CC1)NCc1cccs1,13%,-6%,nt,14%,-9%,4%,9%,-3%
COC(=O)c1cc(C(=O)Cc2ccccc2)c[nH]1,9%,3%,28%,1%,?,4%,nt,5%
CN(C)S(=O)(=O)N1CCN(C(=O)c2ccccc2)CC1,4%,5%,-48%[inhibitor],-16%,1%,4%,1%,-6%
Cc1ccc(NC(=O)Cc2sc(C)nc2-c2ccc(C)cc2)cc1,-9%,-5%,10%,-2%,-2%,5%,?,-9%
CCN(CC)S(=O)(=O)c1cc(C(=O)Nc2ccc(Cl)cn2)ccc1C,10%,-1%,1.6µM*,-17%,?,17%,-2%,-3%
COc1ccccc1OCC(=O)NCC1CCCCC1,-1%,1%,-3%,-2%,-14%,9%,-3%,-3%
O=C(COC(=O)Cc1cccc(C(F)(F)F)c1)Nc1ccc2c(c1)OCCO2,2%,-15%,4%,-3%,0%,-1%,10%,-5%
COc1ccc(C2N(Cc3ccccc3)CCN2Cc2ccccc2)cc1[N+](=O)[O-],6%,21%,-2%,1%,-14%,16%,4%,3%
Cc1ccc2nc(NC(=O)CN(C)S(=O)(=O)c3cccc4nsnc34)sc2c1,-6%,-3%,4%,-1%,3%,3%,-1%,4%
CCC(=O)c1cc2c(C)cc(=O)oc2c(C)c1O,-13%,2%,-13%,-10%,-1%,3%,-3%,?
CSc1nc(O)c(C2OC(=O)c3ccccc32)c(=O)[nH]1 (configuration not stated),9%,-9%,4%,-3%,-5%,-16%,2%,-3%
CCOC(=O)C1=C(C)N=C2SC(C(=O)OC)=CC(=O)N2C1c1cccc(OC)c1 (configuration not stated),12%,-5%,0%,-5%,?,65%[activator],4%,-4%
Cc1cccc(NC(=O)CSc2ccc(C(N)=O)cc2[N+](=O)[O-])c1C,0%,-1%,-7%,5%,10%,-58%,3%,0%
CCN(CC)CCC(c1cc(OC)c(OC)c(OC)c1)c1c(O)cc(OC)cc1OC (configuration not stated),10%&4%,3%,nt,nt,nt,-2%,1%&-2%,-1%
CC(C)Cn1cc(C(=O)NCCCOC(C)C)c2c3ccccc3n(C)c2c1=O,8%,4%,0%,11%,?,12%,-13%,?
Cn1c(CSc2ccccc2)c(C#N)c2ccccc21,?,-1%,12%,?,?,-2%,-10%,1%
CN1CCN(NC(=O)c2ccc(Br)c(S(=O)(=O)N3CCOCC3)c2)CC1,-5%,-3%,-1%,-2%,3%,12%,-6%,-10%
Cc1ccc(N=Cc2c(O)n(-c3cc(Cl)ccc3N3CCOCC3)c(=O)c3ccccc23)cc1C,0%,2%,-5%,-8%,-10%,5%,1%,-6%
COc1ccc(CCC(=O)Nc2sccc2C#N)cc1,-5%,8%,16µM*,-5%,-1%,62%[activator],-1%,-21%
Cc1ccc(S(=O)(=O)Nc2cnn(-c3ccccc3)c(=O)c2Cl)cc1,-3%,-14%,nt,1%,?,3%,-2%,-4%
COc1cc2cnncc2cc1OC,0%,-1%,2%,6%,?,-6%,-4%,5%
Cc1cccc(NS(=O)(=O)c2ccc(C3CCCCC3)cc2)n1,-4%,0%,-24%,-7%,?,11%,-9%,?
CN(C)S(=O)(=O)c1cc(NC(=O)CSc2ncc(C(F)(F)F)cc2Cl)ccc1Cl,-2%,1%,-56%[inhibitor],?,?,12%,-3%,7%
Cc1c(NC(=O)CN2CCN(C(=O)c3ccco3)CC2)c(=O)n(-c2ccccc2)n1C,3%,4%,-6%,11%,5%,-10%,6%,0%
COC(=O)c1ccc(OC(=O)c2cccnc2)cc1,-10%,-5%,15%,4%,2%,-5%,-5%,3%
O=C(CC(=O)Nc1ccccc1C(=O)O)NNC(=O)Cc1ccccc1,10%,17%,nt,-5%,?,71%[activator],8%,0%
O=[N+]([O-])c1ccc(Nc2nc(NC3CCCCC3)nc(N3CCCC3)n2)cc1,2%,6%,-41%[inhibitor],-1%,13µM*,4%,2%,-1%
Cc1nc(Sc2ccc(Cl)cc2)c(C#N)c(C)c1[N+](=O)[O-],1%,1%,nt,4%,2%,4%,4%,3%
C=CCNC(=O)/C=C/c1cccs1,1%,9%,13%,2%,1%,5%,8%,-10%
CCCCC(C(=O)OCC(=O)c1ccc(OC)cc1)N1C(=O)c2ccccc2C1=O (configuration not stated),0%,-17%,-10%,?,-2%,1%,-18%,-2%
CS/C(N)=N/N=C/c1c(O)ccc2ccccc12,2%,-5%,nt,nt,nt,4%,3%,-25%
Cc1ccc(C)c(SCC(=O)NCc2ccco2)c1,-9%,10%,0%,4%,?,14%,-13%,4%
Nn1c(SCC(=O)Nc2ccc3c(c2)OCO3)nnc1-c1cccc(Cl)c1,-1%,5%,-10%,1%,3%,3%,-3%,4%
CCCOc1ccc(-c2nnc(N)s2)cc1,11%,-4%,?,-4%,-1%,11%,-4%,?
Cc1cc([N+](=O)[O-])nn1CCCC(=O)N1CCN(c2ccc(F)cc2)CC1,-18%,12%,-19%,5%,?,0%,-16%,4%
Cc1nnc(Nc2ccc(C(=O)NCCO)cc2)c2ccccc12,0%,1%,-3%,7%,-2%,1%,-1%,-11%
COc1cccc(C(=O)OCC(=O)c2c[nH]c3ccccc23)c1O,1%,-2%,25%,1%,-11%,7%,3%,-7%
CC1=C(C(=O)Nc2cc(C)ccn2)C(c2cnn(C)c2)C2=C(CC(c3ccccc3)CC2=O)N1 (configuration not stated),19%,-9%,7%,?,?,0%,14%,?
O=C(Cc1nc(=O)c2ccccc2s1)Nc1ccccc1,4%,-5%,2.5µM*,-4%,-11%,8%,0%,?
COc1cc(/C=N/NC(=O)CN2CCCCC2)ccc1OCc1ccc(Br)cc1,5%,-1%,10µM*,-8%,3%,7%,3%,-14%
CCCn1c(NC(=O)c2ccc(F)cc2)nc2ccccc21,-7%,1%,5%,9%,?,12%,6%,?
CCOC(=O)/C(C#N)=C1/C(=O)N(Cc2ccccc2)c2ccccc21,5%,3%,-11%,-4%,0.11µM*,1%,14%,-25%
Cc1cn(S(=O)(=O)c2ccc(Br)c3ccccc23)cn1,2%,5%,-4%,-2%,1%,-7%,-3%,-8%

# (more compounds)
SMILES,GLA spleen mod,GAA glycogen,SMN2 splice up,GAA inh,ALDH1A1 inh,RGS12 GoLoco inh,GAA spleen mod,KDM4E inh
CCOC(=O)c1[nH]cnc1C(=O)NC1CCCCC1,7%,0%,-3%,-4%,?,8%,0%,3%
FC(F)(F)c1ccccc1-c1ccc2ncnc(NCc3cccnc3)c2c1,14%,nt,nt,nt,32%[activator],-15%,12%,nt
O=C(N/N=C/c1c(O)ccc2ccccc12)c1cccc(C(F)(F)F)c1,5%,4%,-106%[inhibitor],?,-14%,30%[activator],-12%,25µM*
CSCC[C@H](NC(=O)c1ccc(Cl)c([N+](=O)[O-])c1)c1nc2ccccc2[nH]1,5%,1%,5%,-2%,-5%,-9%,4%,8%
CC(=O)N1CCC(=NNc2ccnc3cc(Cl)ccc23)CC1,0%,?,0%,?,-5%,0%,-1%,?
CCCOc1ccc(-c2nn(-c3ccccc3)cc2/C=C2\SC(N)=NC2=O)cc1,25%,9%,2%,4%,12%,2%,0%,?
CCCCCC(=O)Nc1cccc(C2=NOC3(C2)C[C@@H](C(N)=O)N(C(=O)CC(c2ccccc2)c2ccccc2)C3)c1 (some centres not stated),0%,-8%,nt,nt,nt,-6%,-1%,-2%
COc1cc(-n2cnnn2)ccc1S(=O)(=O)N1CCOCC1,7%,-3%,-4%,-4%,2%,1%,-1%,-1%
